# Source: PubChem
# Growth percent in the NCI-60 one-dose screen (48 h, 10 µM unless noted): 100 = growth as untreated, 0 = no growth, -100 = all killed.
# RPMI-8226 – RPMI-8226 leukemia cells | 77,000 compounds, 7.5% hits
# HOP-62 – HOP-62 NSCLC; 80,000 compounds, 3.9% hits; AID 1794735
# CCRF-CEM – CCRF-CEM leukemia; 77,000 compounds, 7% hits; AID 1794778
# MOLT-4 – MOLT-4 leukemia cells; 80,000 compounds, 6.9% hits
# HOP-92 – HOP-92 NSCLC cells. 71,000 compounds, 6.3% hits
# A549/ATCC – A549/ATCC NSCLC; 81,000 compounds, 3.7% hits; AID 1794740
# EKVX – EKVX NSCLC. AID 1794765. 71,000 compounds, 3% hits
# SR – SR leukemia cells; 73,000 compounds, 8.7% hits
# Starred values were filed as active, the others as inactive; x = not tested or not shown; & = joins results of further samples. The calls were made as follows: active = growth percent below 10; inactive = the rest.
item	SMILES	A549/ATCC	HOP-62	EKVX	CCRF-CEM	RPMI-8226	HOP-92	SR	MOLT-4
1	CCCCn1c(C)nc2ccc(Nc3nc(Cl)nc4nc[nH]c34)cc21	81	66	x	53	44	-11*	43	38
2	Cc1ccc2nc(Sc3ncccc3C(=O)O)n(Cc3ccccc3)c(=O)c2c1	98	97	73	84	74	x	86	85
3	CCCCn1c(C)nc2cc(Nc3nc(N4CCN(C)CC4)nc4nc[nH]c34)ccc21	106	103	108	109	106	76	101	103
4	CCN(CC)CCNc1ccc(Cl)cc1	91	103	103	94	94	x	108	94
5	C[C@@H](C[C@H](CCOC(=O)N1CCOCC1)c1ccccc1)c1ccc2ccccc2c1	77	101	101	98	82	104	94	88
6	Cc1c(N=Nc2cc(N=Nc3ccc(N=Nc4ccc(O)c(C(=O)O)c4)cc3)c(N)cc2N)cccc1S(=O)(=O)O	87	83	90	97	90	x	99	87
7	NS(=O)(=O)c1ccc(C(=O)N=Nc2c(O)[nH]c3ccc(F)cc23)cc1	99	101	105	102	99	96	100	106
8	C/C=C(\C)C(=O)O[C@@H]1C2C=C3C4CC(=O)O[C@@H](c5ccoc5)[C@]4(C)CC[C@@H]3[C@@](C)(C2=O)[C@@H]([C@@H](OC(C)=O)C(=O)OC)C1(C)C (stereo not given in full)	84	96	92	89	93	78	106	89
9	O=C(CN1CCN(c2cc3c(cc2F)c(=O)c(C(=O)N/N=C/c2ccccc2O)cn3C2CC2)CC1)N/N=C\c1ccccc1O	18	24	23	8.2*	25	52	15	9.5*
10	O=C(O)c1cn(C2CC2)c2cc(N3CCN(Cn4nc(-c5cccnc5)n(-c5ccccc5)c4=S)CC3)c(F)cc2c1=O	94	98	95	103	96	92	91	102
11	O=C(Nc1ccc(OS(=O)(=O)c2ccc(F)cc2)cc1)C1CCCC1	94	95	94	102	106	101	96	97
12	O=C1[C@@H]2Cc3c([nH]c4ccccc34)[C@H](c3ccc(Cl)cc3)N2C(=O)CN1C1CCN(Cc2c(Cl)cccc2Cl)CC1	93	90	80	83	85	83	114	68
13	O=[N+]([O-])c1ccc(OC2OCC(O)C(O)C2O)cc1 (stereo not given)	119&87	132&116	107&93	105	111&106	110&93	99&92	140&96
14	C#CCSCCO	93	119	x	83	95	92	101	94
15	CC1(C)Oc2ccccc2O1	107	99	95	117	117	x	124	113
16	COc1cc(-c2cc(/C=C/C(=O)c3ccc(F)c(F)c3)[nH]n2)cc(OC)c1OC	36	79	x	33	23	x	44	41
17	COc1ccc(/C=C/C(=O)c2c(C)oc3nc[nH]c(=O)c23)cc1	92	110	98	x	105	99	66	102
18	CCCCOC(=O)C1CC2CC1C1OC21 (stereo not given)	97	101	109	109	99	83	85	104
19	O=C(NNC(=O)c1ccncc1)Nc1cccc2ccccc12	107	101	102	93	100	96	100	101
20	COc1ccc2nc(C)ccc2c1	107	104	104	76	91	97	106	107
21	CCC(C)=NCCO	101	98	105	113	117	94	90	96
22	CN(C)c1ccc(-c2cc(-c3c[nH]c4ccccc34)nc(N)c2C#N)cc1	25	33	62	30	4.4*	28	9.2*	35
23	CCCC(C)C(C)(C(=O)OCC)C(=O)OCC (stereo not given)	101	121	100	104	99	x	76	94
24	COc1cc2c(c(Br)c1N)-c1cc(Br)c(N)cc1C2=O	84	61	35	86	86	55	47	97
25	Cn1c(=O)[nH]c(=O)c2nc(/C=C(\O)c3cc4ccccc4s3)c(=O)[nH]c21	105	103	96	98	111	94	107	105

# A draw from above in order of formula weight, ascending.
item	SMILES	A549/ATCC	HOP-62	EKVX	CCRF-CEM	RPMI-8226	HOP-92	SR	MOLT-4
21	CCC(C)=NCCO	101	98	105	113	117	94	90	96
14	C#CCSCCO	93	119	x	83	95	92	101	94
20	COc1ccc2nc(C)ccc2c1	107	104	104	76	91	97	106	107
18	CCCCOC(=O)C1CC2CC1C1OC21 (stereo not given)	97	101	109	109	99	83	85	104
4	CCN(CC)CCNc1ccc(Cl)cc1	91	103	103	94	94	x	108	94
23	CCCC(C)C(C)(C(=O)OCC)C(=O)OCC (stereo not given)	101	121	100	104	99	x	76	94
13	O=[N+]([O-])c1ccc(OC2OCC(O)C(O)C2O)cc1 (stereo not given)	119&87	132&116	107&93	105	111&106	110&93	99&92	140&96
19	O=C(NNC(=O)c1ccncc1)Nc1cccc2ccccc12	107	101	102	93	100	96	100	101
22	CN(C)c1ccc(-c2cc(-c3c[nH]c4ccccc34)nc(N)c2C#N)cc1	25	33	62	30	4.4*	28	9.2*	35
1	CCCCn1c(C)nc2ccc(Nc3nc(Cl)nc4nc[nH]c34)cc21	81	66	x	53	44	-11*	43	38
7	NS(=O)(=O)c1ccc(C(=O)N=Nc2c(O)[nH]c3ccc(F)cc23)cc1	99	101	105	102	99	96	100	106
11	O=C(Nc1ccc(OS(=O)(=O)c2ccc(F)cc2)cc1)C1CCCC1	94	95	94	102	106	101	96	97
25	Cn1c(=O)[nH]c(=O)c2nc(/C=C(\O)c3cc4ccccc4s3)c(=O)[nH]c21	105	103	96	98	111	94	107	105
24	COc1cc2c(c(Br)c1N)-c1cc(Br)c(N)cc1C2=O	84	61	35	86	86	55	47	97
16	COc1cc(-c2cc(/C=C/C(=O)c3ccc(F)c(F)c3)[nH]n2)cc(OC)c1OC	36	79	x	33	23	x	44	41
2	Cc1ccc2nc(Sc3ncccc3C(=O)O)n(Cc3ccccc3)c(=O)c2c1	98	97	73	84	74	x	86	85
5	C[C@@H](C[C@H](CCOC(=O)N1CCOCC1)c1ccccc1)c1ccc2ccccc2c1	77	101	101	98	82	104	94	88
3	CCCCn1c(C)nc2cc(Nc3nc(N4CCN(C)CC4)nc4nc[nH]c34)ccc21	106	103	108	109	106	76	101	103
6	Cc1c(N=Nc2cc(N=Nc3ccc(N=Nc4ccc(O)c(C(=O)O)c4)cc3)c(N)cc2N)cccc1S(=O)(=O)O	87	83	90	97	90	x	99	87
12	O=C1[C@@H]2Cc3c([nH]c4ccccc34)[C@H](c3ccc(Cl)cc3)N2C(=O)CN1C1CCN(Cc2c(Cl)cccc2Cl)CC1	93	90	80	83	85	83	114	68
8	C/C=C(\C)C(=O)O[C@@H]1C2C=C3C4CC(=O)O[C@@H](c5ccoc5)[C@]4(C)CC[C@@H]3[C@@](C)(C2=O)[C@@H]([C@@H](OC(C)=O)C(=O)OC)C1(C)C (stereo not given in full)	84	96	92	89	93	78	106	89
9	O=C(CN1CCN(c2cc3c(cc2F)c(=O)c(C(=O)N/N=C/c2ccccc2O)cn3C2CC2)CC1)N/N=C\c1ccccc1O	18	24	23	8.2*	25	52	15	9.5*

# The listing continues:
item	SMILES	A549/ATCC	HOP-62	EKVX	CCRF-CEM	RPMI-8226	HOP-92	SR	MOLT-4
26	COc1ccc(-c2csc(NC(=O)Nc3nc(-c4ccc(OC)cc4)cs3)n2)cc1	81	106	72	76	69	89	60	35
27	N=C(N)c1ccc(-c2ccc(-c3ccc(F)cc3)s2)nc1	59	81	79	48	5.5*	70	3.9*	26
28	C[N+](C)(C)CC(=O)N/N=C/c1ccc(O)cc1O	90	106	74	72	97	75	123	117
29	CC(CC(=O)c1ccccc1)c1ccccc1 (stereo not given)	x	119	x	98	104	x	101	103
30	CN(C)CC1C2CCC(C2)C1O (stereo not given)	96	102	103	107	x	91	100	105
31	COc1ccc(C2=NN3C(C2)c2ccccc2OC32C(=O)Nc3ccc(Br)cc32)cc1 (stereo not given)	101	111	94	113	106	101	115	102
32	c1ccc(-c2nnc(Nc3ccc4c(c3)OCCO4)o2)c(NCc2ccncc2)c1	23	25	35	20	x	78	11	21
33	Cc1cc(C)c2c(=O)cc(C(=O)Nc3nonc3-c3ccc4c(c3)CCCC4)oc2c1	101	101	97	91	96	89	88	93
34	O=C(CN1C(=O)S/C(=C\c2cc(Cl)ccc2Cl)C1=O)Nc1ncc(Cc2ccc(Cl)cc2)s1	105	106	105	101	100	99	117	100
35	Cc1cnc(SCc2ccc(Cl)cc2Cl)[nH]c1=O	95	92	92	94	91	x	95	100
36	COc1cc(/C=C2\Oc3cc(C)c(Cl)c(C)c3C2=O)ccc1O	106	96	92	109	106	124	x	97
37	Cc1ccc(S(=O)(=O)Nc2ccc(C(=O)CC3(O)C(=O)Nc4ccc(F)cc43)cc2)cc1 (stereo not given)	104	88	75	97	93	37	95	97
38	CCCCN1C(=O)c2cccc3c(OC)cc(/C=C/C(=O)OC)c(c23)C1=O	84	91	71	73	65	38	x	59
39	O=C(O)c1cccc(C(=O)O)n1	107	110	110	110	111	100	96	102
40	COc1cccc(/C=C2/C[C@]3(C)[C@H]4CC[C@@H]5[C@@H](/C(C)=C\CC=C(C)C)CC[C@@]5(C)[C@]4(C)CC[C@H]3C(C)(C)C2=O)c1	94	100	101	105	112	x	113	106
41	Oc1ccc(-c2ccc3c(c2)ncn3-c2cccc(F)c2)cc1	75	118	102	72	91	112	x	94
42	Fc1cc(F)cc(C(c2c[nH]c3ccccc23)c2c[nH]c3ccccc23)c1	82	91	81	89	95	89	106	82
43	C=CCn1c(SCC(=O)Nc2ccc(C(=O)/C=C/c3ccc(OC)cc3)cc2)nnc1-c1cc(-c2ccc(Cl)cc2)nc2ccccc12	99	94	68	x	92	98	104	84
44	O=C(O)CCc1nc2c(=O)[nH]c(SCC(=O)Nc3cccc(F)c3)nc2[nH]c1=O	102	95	101	103	107	89	103	103
45	N#C/C(C(=O)c1ccccc1)=C1/C(=O)Nc2ccccc21	106	86	99	103	112	105	112	90
46	CC12CCC3C4(C)COC(c5cccs5)OC4CCC3(C)C1CC(C1=CCOC1=O)O2 (stereo not given)	99	99	96	99	100	103	108	102
47	c1cc(CCCc2ccncc2)ccn1	94	112	98	106	101	x	98	111
48	O=C(c1cc(-c2ccccn2)nc2ccccc12)N1CCCCC1	93	118	101	110	110	x	136	104
49	Oc1cc2ccccc2nc1-c1ccccc1Cl	90	76	100	89	63	72	99	104
50	COc1ccc(/C=C/C(=C/c2c(O)[nH]c3cc(Br)ccc23)N=O)cc1	104	111	108	104	123	116	70	104

# Some of these compounds in order of formula weight, lowest first:
item	SMILES	A549/ATCC	HOP-62	EKVX	CCRF-CEM	RPMI-8226	HOP-92	SR	MOLT-4
30	CN(C)CC1C2CCC(C2)C1O (stereo not given)	96	102	103	107	x	91	100	105
28	C[N+](C)(C)CC(=O)N/N=C/c1ccc(O)cc1O	90	106	74	72	97	75	123	117
48	O=C(c1cc(-c2ccccn2)nc2ccccc12)N1CCCCC1	93	118	101	110	110	x	136	104

# More results
item	SMILES	A549/ATCC	HOP-62	EKVX	CCRF-CEM	RPMI-8226	HOP-92	SR	MOLT-4
51	Cc1cc2nn(Cc3ccccc3)c(C(=O)OC(C)C)c2cc1C	79	88	96	88	94	100	97	85
52	COC(=O)[C@@H](NS(=O)(=O)N(c1ccc(F)cc1)C1CCN(Cc2ccc(F)cc2)CC1)C(C)C	98	90	110	77	89	83	79	99
53	Cc1ccc2c(n1)C(=O)C(Cl)=C(Nc1ccc(N3CCN(C)CC3)cc1)C2=O	98	64	-82*	-6.2*	-33*	-86*	-5.1*	-26*
54	COc1cccc(CNc2ccc(C)c(Cl)c2)c1OC	x	102	x	x	92	84	89	83
55	Cc1cc(C(=O)Nc2ccc(C(N)=O)cc2)c(C)o1	101	95	93	101	106	100	100	104
56	CCn1cc(-c2ccnc(NCCCNS(=O)(=O)c3cccc4ccccc34)c2)c(-c2cccc(OC)c2)n1	75	83	76	55	26	45	45	47
57	COc1cc2c3c(n(CCCNC4CCCCC4)c(=O)c2cc1OC)-c1cc2c(cc1C3=O)OCO2	-87*	-79*	-65*	-25*	-47*	92	x	x
58	CN1CCN(Cc2ccc(NC(=O)c3cncc(C#Cc4cnc5ccc(O[C@@H]6CCOC6)nn45)c3)cc2C(F)(F)F)CC1	-77*	-79*	-86*	-16*	-24*	-40*	-30*	-26*
59	FC(F)(F)c1ccc(Cn2cc(CSc3nc4ccccc4o3)nn2)cc1	97	94	102	118	112	98	101	103
60	COc1ccc(-c2cc(-c3cccnc3)nc(SCC(=O)Nc3ccccc3)c2C#N)cc1OC	98	94	x	112	93	111	79	116
61	O=C(O)c1ccccc1C(=O)Nc1ccccc1	111	96	90	58	111	109	61	41
62	O=c1c(Cc2ccc(F)cc2)cc(-c2ccccc2)nn1C/C(=N/O)c1ccccc1	24	63	29	35	26	43	30	16
63	Cc1c(Cc2ccccc2)[n+](=O)c2ccccc2n1[O-]	105	101	x	100	109	88	98	108
64	Oc1ccc(CNC2CCCCC2)cc1	x	96	104	101	105	90	97	101
65	O=C(CSc1nnnn1-c1ccccc1)c1cc2ccccc2oc1=O	85	85	91	90	88	80	95	78
66	Nc1nc2c(ncn2[C@@H]2O[C@H](C(=O)NO)[C@@H](O)[C@H]2O)c(=O)[nH]1	103	99	110	108	104	108	102	100
67	O=C1/C(=C/c2ccccc2)CN(CCC(=O)N2C/C(=C\c3ccccc3)C(=O)/C(=C/c3ccccc3)C2)C/C1=C\c1ccccc1	88	118	64	9.8*	-19*	63	16	29
68	CC(=O)[C@H]1CCC2C3CC=C4C[C@@H](O)CC[C@]4(C)C3CC[C@@]21C (stereo not given in full)	100	103	50	85	72	87	x	82
69	O=[N+]([O-])c1ccc(/C=C(/C2=NCCN2)n2cnc3ccccc32)cc1	103	103	103	108	93	78	96	98
70	Nc1ccc(S(N)(=O)=O)cc1	99&105	95&112	105&82	98&104	99&120	79&107	82&98	126&101
71	COc1cccc(N2CCN(c3ncnc4cc[nH]c34)CC2)c1	60	34	50	61	35	x	39	30
72	CCOc1ccc2ccccc2c1	100	106	x	107	119	101	99	98
73	COc1cccc(-c2nc3sccn3c2-c2ccnc(NCCCNS(=O)(=O)c3cccc4ccccc34)c2)c1	78	97	60	41	23	59	66	36
74	COc1cc(/C=C/C(=O)N2c3ccccc3CC2C)c(OC)c2c1OCO2 (stereo not given)	89	119	88	95	89	97	102	85
75	COc1cc(C2c3cc(OS(=O)(=O)c4ccc(C)cc4)c(OC)cc3CC3C(=O)OCC32)ccc1OS(=O)(=O)c1ccc(C)cc1 (stereo not given)	101&88	98&86	97&103	92	88&83	87&86	96	93
